Compound activity (PubChem BioAssay)
Pf apPOL inh: Pf-apPOL inhibitors, biochemical, fluorescence; hit rate 0.25% among 210,000; Plasmodium falciparum apicoplast DNA polymerase (apPOL); AID 1794808, 2022; Recombinant Pf-apPOL, molecular beacon fluorescence, 1.5 h; inhibition, % at 10 µM
mHTT CaM bind: mutant huntingtin-calmodulin interaction inhibitors – biochemical, AlphaScreen, primary screen. inhibition, % at 15 µM. AlphaScreen His-mHTT/GST-CaM binding, luminescence. hit rate 3.6% among 190,000;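 also: 0% = both proteins with DMSO and 100% = one protein alone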
The depositor's hits bear a star; x = no result given; & = joins results of further samples. Rule as the data show it: active = inhibition above about 50%; inactive = the rest. These rows are one share of the data. The share of hits here may be higher or lower than overall.

| canonical_smiles | Pf apPOL inh | mHTT CaM bind |
| --- | --- | --- |
| Cc1cc2c(c(=O)o1)C(c1ccc(OC(F)F)cc1)C(C#N)=C(N)O2 (centres undefined) | -6 | -3 |
| Cc1cccc(C2CCCN2C(=O)Nc2ccc3c(c2)OCO3)c1 (centres undefined) | -2 | -3 |
| C=CCn1c(=O)c2c(ncn2CC(C)C)n(-c2ccccc2C)c1=O | -4 | -2 |
| CC1SCC(=NOC(=O)c2ccccc2Cl)CS1 (centres undefined) | 33 | x |
| COc1ccc(-n2nc3c(c2NC(=O)Cc2cccc(C)c2)CS(=O)C3)cc1 (centres undefined) | -4 | 3 |
| O=S(=O)(NC1CCN(c2ncnc3c2CCC3)C1)c1cccs1 (centres undefined) | 8 | 8 |
| CCn1c(SCC(=O)c2ccc(Br)cc2)nc2sc3c(c2c1=O)CCC3 | -2 | 4 |
| COc1ccc(NC(=O)NC2(C(F)(F)F)Oc3ccc(Cl)cc3O2)cc1 (centres undefined) | -4 | 15 |
| Clc1ccc(OCc2nc(-c3ccccn3)no2)cc1 | -1 | -12 |
| COc1ccc(C2=NOC(C(=O)N3CCN(c4ccc(F)cc4)CC3)C2)cc1OC (centres undefined) | 1 | 0 |
| O=C(c1cc2c(s1)CCC(C(=O)N1CCCCCC1)C2)N1CCOCC1 (centres undefined) | -1 | 2 |
| COc1ccc(-c2nn(C)c(=O)c3ccccc23)cc1NC(=O)c1ccccc1Cl | -4 | 3 |
| CCCNc1cc(N2CCCC(CCC(=O)NCc3cnccn3)C2)ncn1 (centres undefined) | -9 | 7 |
| COCCOc1nc(-c2ccc(Br)cc2)nc2ccccc12 | -5 | -21 |
| O=C(Nc1ccc(F)cc1)C1CC(=O)N(Cc2ccccc2)C1 (centres undefined) | -5 | -2 |
| O=C(COc1ccc(Br)cc1)NCCc1c[nH]c2ccccc12 | 10 | 20 |
| O=S(=O)(Oc1cc(Cl)cc(Cl)c1)c1ccc(S(=O)(=O)c2ccc(C(F)(F)F)cn2)s1 | -3 | x |
| Cc1ccc2n1CCN(C(=O)Nc1cccc(C(F)(F)F)c1)C2C(C)C (centres undefined) | -3 | 74* |
| CCCCOC(=O)c1ccc(NC(=O)C2CC(=O)N(c3ccc(C)cc3)C2)cc1 (centres undefined) | 0 | -1 |
| Cc1cc(Cl)ccc1NC(=O)N1CCc2c(nc(-c3ccc(F)cc3)[nH]c2=O)C1 | 0 | 3 |

An excerpt of these results, with each value named:
molecule: O=S(=O)(NC1CCN(c2ncnc3c2CCC3)C1)c1cccs1 (centres undefined)
  Pf apPOL inh: 8 | mHTT CaM bind: 8

molecule: COc1ccc(C2=NOC(C(=O)N3CCN(c4ccc(F)cc4)CC3)C2)cc1OC (centres undefined)
  Pf apPOL inh: 1 | mHTT CaM bind: 0

molecule: Clc1ccc(OCc2nc(-c3ccccn3)no2)cc1
  Pf apPOL inh: -1 | mHTT CaM bind: -12

molecule: CCn1c(SCC(=O)c2ccc(Br)cc2)nc2sc3c(c2c1=O)CCC3
  Pf apPOL inh: -2 | mHTT CaM bind: 4

Returning to the listing, starting six compounds before the break.
| canonical_smiles | Pf apPOL inh | mHTT CaM bind |
| --- | --- | --- |
| O=C(Nc1ccc(F)cc1)C1CC(=O)N(Cc2ccccc2)C1 (centres undefined) | -5 | -2 |
| O=C(COc1ccc(Br)cc1)NCCc1c[nH]c2ccccc12 | 10 | 20 |
| O=S(=O)(Oc1cc(Cl)cc(Cl)c1)c1ccc(S(=O)(=O)c2ccc(C(F)(F)F)cn2)s1 | -3 | x |
| Cc1ccc2n1CCN(C(=O)Nc1cccc(C(F)(F)F)c1)C2C(C)C (centres undefined) | -3 | 74* |
| CCCCOC(=O)c1ccc(NC(=O)C2CC(=O)N(c3ccc(C)cc3)C2)cc1 (centres undefined) | 0 | -1 |
| Cc1cc(Cl)ccc1NC(=O)N1CCc2c(nc(-c3ccc(F)cc3)[nH]c2=O)C1 | 0 | 3 |
| CN(C)c1ccc(CN2CCN(c3ncccn3)CC2)cc1 | -5 | 5 |
| O=C(Cc1csc(SCc2ccc(F)cc2)n1)NCc1c(F)cccc1F | -5 | -19 |
| Cc1ccc(-n2ncc3c(=O)[nH]c(SCC(=O)Nc4ccc5c(c4)OCO5)nc32)cc1 | -1 | -4 |
| CCCc1c(OCCCOc2ccc3c(=O)c(-c4ccccc4)coc3c2)ccc(C(C)=O)c1O | -6 | x |
| CC(=O)NN(C)c1ccc(C(F)(F)F)cc1[N+](=O)[O-] | -5&-14 | x |
| CCOC(=O)Nc1ccc2c(c1)N(C(=O)c1ccccc1)CCC2 | 1 | -6 |
| Cc1sc(CO)c(Sc2ccccc2)c1C(=O)O | 5&2 | 5&-1 |
| Cc1ccc(C)c(OCC(=O)Nc2nnc(C(C)C)s2)c1C | -6 | 1 |
| O=C1NCC(CN(c2ccccc2)c2ccccc2)O1 (centres undefined) | -3&-10 | 83* |
| COc1ccc(OC)c(NC(=O)CN(c2cc(OC)ccc2OC)S(C)(=O)=O)c1 | 1 | 16 |
| O=c1nc(-c2ccccc2)sc2ccccc12 | -5 | 24 |
| COc1ccc(C(=O)Nc2nc(-c3ccccc3)c(C)s2)c(OC)c1 | 7 | 4 |
| COc1ccc(C(O)=C2C(=O)C(=O)N(c3ccccn3)C2c2ccc([N+](=O)[O-])cc2)cc1 (centres undefined) | 1 | 10 |
| CCn1c(CC2CCN(C(=O)NCCc3ccccc3)C2)nc2cccnc21 (centres undefined) | -10 | 7 |
| CCCC(C)C(=O)Nc1nnc(C(C)C)s1 (centres undefined) | x | -3 |
| COc1ccc(C2=N/C(=C\c3cccc(C(F)(F)F)c3)C(=O)O2)cc1OC | 2 | 8 |
| COc1ccc(/C=C(\NC(=O)c2ccco2)C(=O)Nc2cccc(Br)c2)cc1 | -2 | 4 |
| Cc1ccnc(NS(=O)(=O)c2ccc(NC(=O)c3ccc([N+](=O)[O-])s3)cc2)n1 | 2 | -9 |
| Cc1ccc(-n2nc3c(c2NC(=O)CC(C)C)CS(=O)C3)cc1 (centres undefined) | -8 | 9 |
| CC1CCc2c(C(=O)NCCCN(C)Cc3ccccc3)csc2C1 (centres undefined) | -2 | 0 |

Sorted by formula weight (low to high): 3 of the compounds above.
| canonical_smiles | Pf apPOL inh | mHTT CaM bind |
| --- | --- | --- |
| O=c1nc(-c2ccccc2)sc2ccccc12 | -5 | 24 |
| CC1CCc2c(C(=O)NCCCN(C)Cc3ccccc3)csc2C1 (centres undefined) | -2 | 0 |
| COc1ccc(OC)c(NC(=O)CN(c2cc(OC)ccc2OC)S(C)(=O)=O)c1 | 1 | 16 |

Next entries:
| canonical_smiles | Pf apPOL inh | mHTT CaM bind |
| --- | --- | --- |
| CCC(=NOc1ccc(C(F)(F)F)cc1[N+](=O)[O-])c1ccc(-c2ccccc2F)cc1 | -5 | x |
| COc1c(Cl)cccc1NC(=O)c1cccs1 | 0 | -12 |
| CC(C)(C)c1ccc(-c2nnc(SCc3ccc(OC(F)(F)F)cc3)o2)cc1 | -2 | x |
| Cn1c(C2CCN(C(=O)c3cccc(C(F)(F)F)c3)C2)nc2cccnc21 (centres undefined) | 1 | 5 |
| CCOc1ccc(C(=O)N2CCC(n3c(-c4ccoc4)nc4cccnc43)C2)cc1 (centres undefined) | 1 | 5 |
| COC(=O)C(N)c1ccccc1C (centres undefined) | -5 | 0 |
| COc1ccc(C(=O)N2CCC3(CC2)NC(=O)c2cc(F)ccc2N3C)cc1OC | -3 | 5 |
| CC/C(=C/c1ccccc1)c1cc(Oc2ccccc2)cc2oc3ccccc3c12 | -6 | 10 |
| COc1ccc(Cl)cc1NC(=O)CSc1nc(=O)n2cccc(C)c2n1 | -6 | -6 |
| N#Cc1c(N)nc(SCC(=O)c2ccc(O)c(O)c2)c(C#N)c1-c1ccc(O)cc1 | 27 | 31 |
| O=C(NCc1ccccc1F)C1CCN(c2nccn3nc(-c4ccc(F)cc4)cc23)CC1 | -1 | -1 |
| CC(=O)N[C@H](C(=O)O)C(C)(C)SN=O | -1 | x |
| Cn1c(=O)c2c(nc(NCCN)n2Cc2ccc(F)cc2)n(C)c1=O | -5 | 6 |
| COCCCNc1nc2c(c(=O)n(C)c(=O)n2C)n1Cc1ccc(Cl)c(Cl)c1 | -4 | 3 |
| CCOc1ccc(C(=O)Nc2ncc([N+](=O)[O-])s2)cc1OCC | -2 | 14 |
| COc1ccc(-c2ncc3c(n2)CCN(C(=O)C2CCCCC2)C3)cc1 | -2 | 8 |
| COc1ccc(S(=O)(=O)N(CC(=O)O)c2ccc(Cl)cc2)cc1 | -4 | 7 |
| Cc1cc(Br)c2c(c1)C(=O)C(=O)N2C | -6&-17 | 12&14 |
| N#CC1=C(N)Oc2cc(O)ccc2C1c1cccc([N+](=O)[O-])c1 (centres undefined) | -9 | 9 |
| O=[N+]([O-])C1=Cc2ccccc2OC1c1ccc(Cl)cc1Cl (centres undefined) | -1 | x |
| COc1ccccc1-n1c(O)c(C=Nc2ccc(C(F)(F)F)cc2)c2ccccc2c1=O | -2 | 29 |
| COc1cc(-c2c(NC(=O)CC(C)C)oc3c(C)cccc3c2=O)cc(OC)c1OC | -10 | 32 |
| Cc1cccc(NC(=O)C2CCN(c3cnc(N4CCCCCC4)nc3)CC2)c1 | -2 | 3 |
| COc1cc(C(=O)Nc2nc(-c3ccc(C)cc3)c(C)s2)cc(OC)c1OC | 23 | 9 |
| CC1CCN(C(=O)C2c3ccccc3CCN2CC(=O)Nc2ccc(Cl)cc2F)CC1 (centres undefined) | -3 | 68* |
| C=CCOc1c(Br)cc(Br)cc1/C=C1\SC(=N)NC1=O | 0 | 11 |
| CCc1ccc(N2CC(C(=O)Nc3ccc(OC)cc3)CC2=O)cc1 (centres undefined) | -4 | 0 |
| Cc1cccc(OCCCC(=O)NC2CCCCC2)c1 | -4 | -6 |
| CSc1sc(C(=O)Sc2ccc(Cl)cc2)c2c1C=CCC2 | 4 | x |
| COc1ccccc1N(CC(=O)Nc1cccc(C(F)(F)F)c1)S(C)(=O)=O | 0 | 15 |
| Cc1cc(NC(=O)c2ccc(C(C)(C)C)cc2)no1 | -2 | 0 |
| Cc1nc2onc(N)c2c(C)c1Cl | x | -2 |
| COc1ccccc1C(=O)N1CCN(c2ccc(Cl)cc2)C(=O)C1C (centres undefined) | -4 | -3 |
| Cc1csc2c(SCC(=O)NN)ncnc12 | -3&-1 | x |
| COCCCNC(=O)c1cc(-c2ccccc2)nc2ccccc12 | -9 | -2 |
| Cc1ccc2c(c1)N(Cc1ccccc1F)N=C(C(=O)N1CCCC1)S2(=O)=O | -4 | 7 |
| CCCCN(CC)C(=O)Cc1ccc([N+](=O)[O-])cc1 | 0 | 24 |
| COc1ccc2nc(Sc3nccn3C)sc2c1 | x | -2 |
| COc1ccc(OC)c(N2CCN(C(=O)C3CC3)C(C)C2=O)c1 (centres undefined) | 1 | 9 |
| COc1ccc(Cc2c[nH]c(=O)[nH]c2=O)cc1 | 1 | -7 |
| O=C(NC1CC1)c1cccc(OCC2CCCN(C(=O)C3CCCCC3)C2)c1 (centres undefined) | -3 | 9 |
| COc1ccc(C2C=C(c3ccc(Br)cc3)Nc3nnnn32)c(OC)c1OC (centres undefined) | -2 | 17 |
| COc1cc(C(=O)Nc2ccc(C)c(C)c2)cc(OC)c1OC | 3 | 0 |
| COC(=O)C1CN(Cc2ccccc2)CCS(=O)(=O)N1Cc1ccccc1 (centres undefined) | 2 | -6 |
| Clc1ccc(SCc2ccsc2-c2ncns2)cc1 | 3 | x |
| CC12CC(c3ccccc3O1)C(c1nc3ccccc3[nH]1)C(=O)N2 (centres undefined) | -2 | -1 |
| Clc1ccc(C2C3=C(Nc4ncnn42)c2ccccc2OC3c2ccccc2)cc1 (centres undefined) | -5 | 8 |
| COc1cccc(CC(=O)NCCC2CCN(C(=O)c3ccc(C)cc3)CC2)c1 | -2 | -1 |
| O=C1C2C(C(=O)N1c1ccc(Br)cc1)N1CCCN1C2c1ccc(Cl)cc1 (centres undefined) | 0 | 25 |
| COc1cc(C2Nc3c(F)cccc3C3C=CCC32)cc(Br)c1OC (centres undefined) | -5 | 0 |
| CC1(C(=O)NC2CCCC2)CCC(=O)N1Cc1ccc(F)cc1Cl (centres undefined) | -19 | -7 |
| CN1CCN(Cc2c(O)ccc3c2OC(=Cc2cccnc2)C3=O)CC1 | -2 | 4 |
| COc1cccc(CNC(=O)C2(C)CCCN(C(=O)Cc3ccc(F)cc3)C2)c1 (centres undefined) | -3 | -8 |
| O=[N+]([O-])c1ccccc1CN1CCC(O)CC1 | -8 | -5 |
| C=C(C)CN(CC)Cc1ccc(O)cc1 | -3 | 8 |
| Cc1ccc(-n2nc3ccc(NC(=O)c4cccnc4)cc3n2)cc1 | 1 | 1 |
| Cc1nc2c(cnn2-c2ccccc2)c(=O)n1NC(=O)Nc1ccc(Cl)c(Cl)c1 | -8 | x |
| CCOCCCNC(=O)CC1CCN(C(=O)c2sc(-c3ccccc3)nc2C)CC1 | 7 | -4 |
| O=S1(=O)C=C(CSc2cccs2)c2cc(Cl)ccc21 | -2 | x |
| O=C(c1ccccc1)N1CCN(S(=O)(=O)c2ccccc2)C1 | -5 | -6 |

Next part.
| canonical_smiles | Pf apPOL inh | mHTT CaM bind |
| --- | --- | --- |
| O=C(Nc1nc2c(s1)CN(C(=O)c1ccc3nsnc3c1)CC2)C1CC1 | -5 | -5 |
| Cc1ccc(C(=O)N2CCC(N3CCN(Cc4ccc(F)cc4)C3=O)CC2)cc1 | 0 | 10 |
| O=C(NNC(=O)c1ccccc1CO)c1ccc(Cl)c(Cl)c1 | 4 | x |
| O=[N+]([O-])c1cnn(C2=CNc3ccccc3N=C2)c1 | x | 5 |
| COc1ccc(N2C(=O)CSC23CCN(C(C)=O)CC3)cc1 | 1 | -3 |
| Cc1nc(C(=O)NC(C)(C)C)nn1-c1ccccc1 | -2 | 0 |
| COc1ccc(NC(=O)c2cc3c(CO)cnc(C)c3oc2=N)cc1Cl | -2 | 28 |
| O=C(NCC1CCN(S(=O)(=O)C2CC2)CC1)C1(c2ccc(F)cc2)CC1 | -8 | -13 |
| O=[N+]([O-])c1cc2c(cc1C=Nc1ccc(O)cc1)OCO2 | x | 22 |
